All columns: NCI-60 one-dose screen, growth in % after 48 h at 10 µM unless noted; 100 = growth as untreated, 0 = no growth, -100 = all killed.
TK-10: TK-10 renal cancer cells. AID 1794769. 81,000 compounds, 3.9% hits; active = growth percent below 10
Numbers without * were called inactive; & = joins results of further samples; ! = not confirmed by another sample; [ ] = dose if it differs, or a comment.

What do the screens show for `O=C1/C(=C/c2ccco2)N=C2Sc3c(nc[nH]c3=O)N12`?
TK-10: 60&65[100 µM]

Results for COc1ccc2c(C)cc(N/N=C/c3sccc3C)nc2c1 ?
TK-10: -100*[100 µM]

What do the screens show for `COc1c(/C=C/C=O)cc2c(c1OC)OCO2`?
TK-10: -52*[100 µM]

How did CC1(C)Oc2ccc3c(=O)cc(-c4cccs4)oc3c2C1C(=O)O (configuration not stated) do in these assays?
TK-10: 92&119[100 µM]

Results for O=C(Nc1cccc(NC(=O)C(=O)C2CCC3=C(Sc4ccccc4N3)C2=O)n1)C(=O)C1CCC2=C(Sc3ccccc3N2)C1=O (configuration not stated) ?
TK-10: 16&103[100 µM]

What do the screens show for `COc1cc2c(cc1C[N+](C)(C)CSc1ccccc1)-c1ccccc1CC2`?
TK-10: -98*[100 µM]

How did CC(=O)c1c2n(n(-c3ccccc3)c1=O)C(=O)c1nccnc1-2 do in these assays?
TK-10: 107&105[100 µM]

How did CC1(C)CCC[C@]2(C)[C@@H](C=O)C(C=O)=CC[C@@H]12 do in these assays?
TK-10: -33*[100 µM]

Results for CCOC(=O)/C(C(C)=O)=C(\OC(C)=O)c1ccncc1C(=O)O ?
TK-10: 101&97[100 µM]

How did N#CC(C#N)N=Cc1ccncc1 do in these assays?
TK-10: 104&121[100 µM]

How did CCCC1C(C#N)(C#N)C(C#N)=C(N)C1(C)C(C)=O (configuration not stated) do in these assays?
TK-10: 86&91[100 µM]

How did CC(C)(O)CCC(O)C(C)(O)C1CCC2(O)C3=CC(=O)C4(O)CC(O)C(O)CC4(C)C3CCC12C (configuration not stated) (tested in a mixture with another compound) do in these assays?
TK-10: 98&110[100 µM]

How did CSc1ncnc2c1ncn2C1CC(Oc2ccc(C)cc2)C(COc2ccc(C)cc2)O1 (configuration not stated) do in these assays?
TK-10: 49&83[100 µM]

Results for O=C1C2=Cc3ccccc3OC2(O)Oc2cc3ccccc3cc21 (configuration not stated) ?
TK-10: 76&92[100 µM]

Results for C=C1C(=O)OC2C1CC(O)/C(C)=C\CCC1(C)OC21 (configuration not stated) ?
TK-10: -65*![100 µM]

Results for COc1c(OC)c(OC)c2c(c1OC)c(=O)c1ccccc1n2C ?
TK-10: 35&87[100 µM]

Results for CC(=O)OCC1=C(C)C[C@H]([C@@H](COC(C)=O)C2CCC3C4C[C@H]5O[C@]56CC=CC(=O)[C@]6(C)C4CC[C@@]32C)OC1=O (some centres not stated) ?
TK-10: -100*[50 µM]

What do the screens show for `COC(=O)[C@]1(C)CCC[C@@]2(C)[C@@H]3C[C@@H]4[C@H]5C[C@@]3(CC[C@@H]21)C[C@@]45C`?
TK-10: -66*[100 µM]

What do the screens show for `C=CC1=C(C)C2=NC1=CC1=NC(=C(CC)/C1=C\O)C=C1N=C3C(=C1C)C(=O)[C@H](C(=O)OC)C3=C1NC(=C2)[C@@H](C)[C@@H]1CCC(=O)O`?
TK-10: 7.0*[100 µM]

How did O=C(/C=C/C=C/c1ccccc1)CCc1ccccc1 do in these assays?
TK-10: 99&107[100 µM]

How did N#Cc1nc(C(O)c2ccccc2)oc1N (configuration not stated) do in these assays?
TK-10: 111&90[100 µM]

Results for C=C(C)[C@@H]1CCc2c(O)c(O)c(=O)cc(C)c2C1 ?
TK-10: -96*[100 µM]

Results for NNC(=O)c1n[nH]n(N)c1=S ?
TK-10: 82&107[100 µM]

What do the screens show for `CC(C)C1OC2(C)OC(=N)C1(C#N)C(C#N)(C#N)C2C` (configuration not stated)?
TK-10: 112[100 µM]

What do the screens show for `N#Cc1nc(NC(=O)c2ccccc2C(=O)O)c(C#N)[nH]1`?
TK-10: 109&86[100 µM]

Results for Cc1nc(C(N)=S)sc1C(=O)CC(=O)C(=O)Nc1ccc(Br)cc1 ?
TK-10: 95&139[100 µM]

What do the screens show for `COc1ccc2c(c1)N(C(C)=O)CN1C(=O)CCC21` (configuration not stated)?
TK-10: 101&93[100 µM]

How did N#Cc1c(N)oc(-c2cccc([N+](=O)[O-])c2)c1C#N do in these assays?
TK-10: -70*[100 µM]

What do the screens show for `Cc1ccc(Nc2nc(=O)[nH]c(=O)[nH]2)cc1N`?
TK-10: 97&104[100 µM]

How did O=C(O)c1cc(O)c2c(c1)C(C1c3cc(C(=O)O)cc(O)c3C(=O)c3c(OC4OC(CO)C(O)C(O)C4O)cccc31)c1cccc(OC3OC(CO)C(O)C(O)C3O)c1C2=O (configuration not stated) do in these assays?
TK-10: 85&97&83&96[100 µM]

Results for CC1(C)OCC2OC3(c4nc(C#N)c(N)o4)OC(C)(C)OC3C2O1 (configuration not stated) ?
TK-10: 109&85[100 µM]

Results for O=C1CC(Cc2n[nH]c3c2CCCC3)CC(=O)N1 ?
TK-10: 105&103[100 µM]

Results for C=C1C(O)C2OC(=O)C(=C)C2C(OC(=O)/C(C)=C/C)CC2(C)OC2C2OC12 (configuration not stated) ?
TK-10: 75&88[100 µM]

How did CCCCCCCCCCCCCCCC(=O)ON1C(=S)NC(C)(c2ccccc2)C1=S (configuration not stated) do in these assays?
TK-10: 85&119[100 µM]

How did C=c1c2ccccc2oc2nc3[nH]c(N)c(C#N)c(N)c3c(=N)c12 do in these assays?
TK-10: -12*![100 µM]

What do the screens show for `CC(=O)C1=C(C)N2C(=NC3=C(CCc4ccccc43)C2c2cccc(Br)c2)S1` (configuration not stated)?
TK-10: 49&112[100 µM]

Results for COc1ccc(/C=C2\N=C(NN)N=C2Cl)cc1 ?
TK-10: 105&167[100 µM]

What do the screens show for `Cc1ccc2c(sc(-c3ccc4c(c3)sc(-c3ccc5c(c3)sc(-c3ccc(N(C)C)cc3)[n+]5C)[n+]4C)[n+]2C)c1S(=O)(=O)O` (tested in a mixture with another compound)?
TK-10: 47&106[100 µM]

How did OCCCN=C1N=C(Cl)/C(=C\c2ccccc2)N1 do in these assays?
TK-10: 98&99[100 µM]

Results for N#Cc1cnn2c1n[n+]([O-])c1ccc(Cl)cc12 ?
TK-10: -100*![100 µM]

Looked up by structure from the entries so far:
What do the screens show for `CC(C)C1OC2(C)OC(=N)C1(C#N)C(C#N)(C#N)C2C` (configuration not stated)?
TK-10: 112[100 µM]

Results for NNC(=O)c1n[nH]n(N)c1=S ?
TK-10: 82&107[100 µM]

Returning to the listing with the 2 entries that preceded the break.
How did OCCCN=C1N=C(Cl)/C(=C\c2ccccc2)N1 do in these assays?
TK-10: 98&99[100 µM]

Results for N#Cc1cnn2c1n[n+]([O-])c1ccc(Cl)cc12 ?
TK-10: -100*![100 µM]

What do the screens show for `O=C1NC(N/N=C\c2ccccc2)=N/C1=C/c1ccc(Cl)cc1`?
TK-10: -71*![100 µM]

Results for Cc1nc(C(N)=S)sc1C(=O)CC(=O)C(=O)Nc1cccc(Cl)c1C ?
TK-10: 92&149[100 µM]

How did O=C1NC(N/N=C\c2ccccc2)=N/C1=C/c1ccccc1 do in these assays?
TK-10: -78*[100 µM]

What do the screens show for `CCOC(=O)c1nnsc1NC(=O)NN`?
TK-10: 78&110[100 µM]

What do the screens show for `S=C1N=C(Cl)/C(=C\c2ccco2)N1`?
TK-10: 19&95[100 µM]

Results for ClC(Cl)(Cl)C1CCOC1n1nc2ccccc2n1 (configuration not stated) ?
TK-10: 94&95[100 µM]

What do the screens show for `C/C=C1\NC(=O)[C@H]2CSSCCC=C[C@H](CC(=O)N[C@H](C(C)C)C(=O)N2)OC(=O)[C@H](C(C)C)NC1=O`?
TK-10: -98*[0.1 µM]

How did Cc1ccc2nc(NC(=O)/C(Cc3nc4ccc(Cl)cc4[nH]c3=O)=N\NC(C)(C)C)sc2c1 do in these assays?
TK-10: 33&116[100 µM]

How did CC(C)CCCC(C)[C@H]1CC[C@H]2[C@@H]3CC[C@H]4C[C@@H](CCC=C(c5cc(Cl)c(O)c(C(=O)OC(C)(C)C)c5)c5cc(Cl)c(O)c(C(=O)OC(C)(C)C)c5)CC[C@]4(C)[C@H]3CC[C@]12C (some centres not stated) do in these assays?
TK-10: 105&134[50 µM]

What do the screens show for `O=c1c(O)c(-c2ccccc2)oc2c(CP(=O)(O)O)cccc12`?
TK-10: 97&102[100 µM]

How did COc1ccc(N=C(C)C(C)=Nc2ccc(OC)cc2)cc1 do in these assays?
TK-10: -89*![100 µM]

What do the screens show for `CC(=O)N(CN1C(=O)CCC1C(=O)O)c1ccc(C)cc1` (configuration not stated)?
TK-10: 91&75[100 µM]

How did CC(C)CCCC(C)[C@H]1CC[C@H]2[C@@H]3CC[C@H]4C[C@@H](CCC=C(c5cc(Cl)c(O)c(C(=O)O)c5)c5cc(Cl)c(O)c(C(=O)O)c5)CC[C@]4(C)[C@H]3CC[C@]12C (some centres not stated) (tested in a mixture with another compound) do in these assays?
TK-10: 2.1*![50 µM]

What do the screens show for `COc1cc2oc3c(c(=O)c2c(O)c1/C=C/C(C)C)CCC(C)(C)Oc1cc(O)ccc1-3`?
TK-10: -96*![100 µM]

What do the screens show for `COC(=O)c1ccc(Nc2nc3nc[nH]c3c(=O)[nH]2)cc1`?
TK-10: 99&103[100 µM]

Results for Cc1nc(-c2cccnc2)sc1C(=O)CC(=O)C(=O)Nc1cccc(NC(=O)C(=O)CC(=O)c2sc(-c3cccnc3)nc2C)n1 ?
TK-10: 75&94[100 µM]

How did CCCCCCCCOC(=O)C12Oc3ccc(-c4ccc5c(c4O)C(O)=C4C(=O)CC(C)C(O)C4(C(=O)OCCCCCCCC)O5)c(O)c3C(O)=C1C(=O)CC(C)C2O (configuration not stated) do in these assays?
TK-10: -100*[100 µM]

Molecules shown so far containing a furan ring, fused or not, in the order listed:
What do the screens show for `O=C1/C(=C/c2ccco2)N=C2Sc3c(nc[nH]c3=O)N12`?
TK-10: 60&65[100 µM]

How did N#Cc1c(N)oc(-c2cccc([N+](=O)[O-])c2)c1C#N do in these assays?
TK-10: -70*[100 µM]

What do the screens show for `S=C1N=C(Cl)/C(=C\c2ccco2)N1`?
TK-10: 19&95[100 µM]

6 neighbouring compounds from above:
What do the screens show for `COc1cc2c(cc1C[N+](C)(C)CSc1ccccc1)-c1ccccc1CC2`?
TK-10: -98*[100 µM]

How did CC(=O)c1c2n(n(-c3ccccc3)c1=O)C(=O)c1nccnc1-2 do in these assays?
TK-10: 107&105[100 µM]

How did CC1(C)CCC[C@]2(C)[C@@H](C=O)C(C=O)=CC[C@@H]12 do in these assays?
TK-10: -33*[100 µM]

Results for CCOC(=O)/C(C(C)=O)=C(\OC(C)=O)c1ccncc1C(=O)O ?
TK-10: 101&97[100 µM]

How did N#CC(C#N)N=Cc1ccncc1 do in these assays?
TK-10: 104&121[100 µM]

How did CCCC1C(C#N)(C#N)C(C#N)=C(N)C1(C)C(C)=O (configuration not stated) do in these assays?
TK-10: 86&91[100 µM]

Screening results from PubChem BioAssay.

An excerpt, so the mix of outcomes need not match the whole.
